RXFP1 ag: activates the human relaxin receptor RXFP1 | HEK293T-RXFP1 cAMP TR-FRET, 30 min; response scale: percent of porcine relaxin response, buffer zero | Q9HBX9 | 370,000 tested, 0.3% active | Potency, µM (doses to about 57.5 µM), for inactives: at the top dose activation, most hits filed as activators; also: % is scaled to controls: 0 for no effect and ±100 for the full control effect; nearly all actives have a fitted effect of over 60% in size; many of its hits are not listed in these tables
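cAMP rise read by TR-FRET after 30 min, 37C compound exposure (up to 58 uM) in RXFP1-transfected HEK293 cells with Ro 20174 present. EC50 from Hill-equation fits, with 29 nM porcine relaxin as 100% and buffer as basal.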
Vif-A3F inh: inhibitors of Vif-A3F interaction | Potency, µM (titrated, usually from 46.1 µM), inactives show top-dose activity, negative = active | HeLa A3F-eYFP + Vif (tagged APOBEC3F with the HIV-1 protein that degrades it), YFP fluorescence increase | AID 602313 | 390,000 tested, 0.2% active; also: % of control where 0% means no effect; nearly all actives have a fitted effect of over 65% in size
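HeLa cells stably expressing A3F-eYFP plus Vif, plated and incubated overnight at 37 deg C, then exposed to compounds overnight at 37 deg C. Blocked degradation read as raised yellow fluorescence (Ex 488/Em 500-530).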
USP1-UAF1 inh: blocks the human USP1/UAF1 deubiquitinase complex; O94782; recombinant USP1/UAF1, Ub-Rhodamine cleavage fluorescence; Potency, µM (series often up to 57.1 µM), for inactives: at the top dose activity change, negative = inhibition, hits mostly inhibitors; 390,000 tested, 0.23% active; also: % is scaled to controls: 0 for no effect and ±100 for the full control effect; nearly all actives have a fitted effect of over 60% in size; inactives centre near -12
Target sequence (O94782 whole entry, looked up): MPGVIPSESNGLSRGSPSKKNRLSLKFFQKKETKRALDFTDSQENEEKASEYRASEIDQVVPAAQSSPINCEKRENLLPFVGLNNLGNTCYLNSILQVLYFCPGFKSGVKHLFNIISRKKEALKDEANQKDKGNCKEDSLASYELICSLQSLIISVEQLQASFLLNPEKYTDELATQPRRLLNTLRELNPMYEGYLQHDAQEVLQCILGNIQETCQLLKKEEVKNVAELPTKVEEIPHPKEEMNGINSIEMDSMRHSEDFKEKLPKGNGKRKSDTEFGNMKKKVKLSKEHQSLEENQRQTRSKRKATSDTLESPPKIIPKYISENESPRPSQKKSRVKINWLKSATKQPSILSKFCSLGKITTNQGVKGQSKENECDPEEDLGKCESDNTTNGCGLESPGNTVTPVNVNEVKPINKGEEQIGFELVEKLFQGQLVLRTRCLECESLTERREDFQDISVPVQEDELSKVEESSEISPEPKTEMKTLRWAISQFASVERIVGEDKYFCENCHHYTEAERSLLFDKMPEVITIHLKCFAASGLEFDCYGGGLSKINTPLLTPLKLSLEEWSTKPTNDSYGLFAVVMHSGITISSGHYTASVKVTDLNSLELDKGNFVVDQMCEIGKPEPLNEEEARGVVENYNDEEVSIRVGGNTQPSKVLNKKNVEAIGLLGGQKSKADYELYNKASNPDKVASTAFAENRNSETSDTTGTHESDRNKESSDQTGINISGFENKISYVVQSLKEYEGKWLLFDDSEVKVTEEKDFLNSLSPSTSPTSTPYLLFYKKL
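1 nM enzyme complex + cpd, 15 min RT; start with Ub-Rho 150nM final; kinetic fluorescence ex 480/em 540, 6 reads q60 s. Buffer 50mM HEPES pH 7.8, 0.5mM EDTA, 0.1 mg/ml BSA, 1mM TCEP, 0.01% Tween-20.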
12-LOX inh: blocks human arachidonate 12S-lipoxygenase. AID 1671190. Potency, µM (titrated, usually from 108 µM), inactives show at the highest dose activity change, negative = inhibition, usual class: inhibitors. P18054. 580,000 tested, 1.1% active. purified 12hLO, xylenol orange hydroperoxide absorbance; also: % is scaled to controls: 0 for no effect and ±100 for the full control effect
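Purified human 12hLO (150 nM final) in 25 mM Hepes, 0.01% Triton X-100, pH 7.0 was preincubated 15 min at room temperature with compound. Then 40 uM arachidonic acid was added, 30 min. Hydroperoxide was read by Fe-XO absorbance ratio 573/405 nm.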
TrxR1 substrate: substrates of rat thioredoxin reductase 1; O89049; purified TrxR1 substrate turnover, NADPH consumption readout; Potency, µM (series often up to 114 µM), for inactives: at the highest dose activity change, negative = substrate turnover; 390,000 tested, 0.01% active; AID 588456; also: % is scaled to controls: 0 for no effect and ±100 for the full control effect; nearly all actives have a fitted effect of over 50% in size
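Rat TrxR1, dispensed at 90 nM, was prereduced with 400 uM NADPH (final) for 5 min at ~22 deg C, then incubated with compound 15 min before 400 uM selenite. A first-read NADPH fluorescence drop versus no-compound background flagged substrates.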
mIDH1 inhibitor: human IDH1 R132H inhibition; O75874; IDH1-R132H enzyme, NADPH consumption, diaphorase/resazurin fluorescence; Potency, µM (highest dose often 76.6 µM), inactives show at the top dose activity change, negative = inhibition, usual class: inhibitors; 390,000 tested, 0.093% active; also: % is scaled to controls: 0 for no effect and ±100 for the full control effect; nearly all actives have a fitted effect of over 65% in size
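IDH1-R132H (0.5 ug/mL) preincubated 30 min with compound, then NADPH (0.016 mM) and alpha-KG (2 mM) added; 80 min at RT, pH 7.5. Remaining NADPH coupled via diaphorase/resazurin to fluorescence (540/590 nm); concentration-response curves normalized to no-enzyme control.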
rTrxR1 inhibitor: blocks rat thioredoxin reductase 1. O89049. recombinant rTrxR1, NADPH fluorescence consumption, selenite substrate. Potency, µM (top dose mostly 114 µM), for the others: at the top dose activity change, negative = inhibition, hits mostly inhibitors. 390,000 tested, 1% active. AID 588453; also: % is scaled to controls: 0 for no effect and ±100 for the full control effect; nearly all actives have a fitted effect of over 65% in size
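Rat TrxR1 (90 nM in the dispensed reagent) was pre-reduced with 400 uM NADPH for 5 min at room temperature, then incubated with compound for 15 min. After 400 uM selenite was added, NADPH fluorescence (Ex 340/Em 450 nm) was followed for 8 min.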
RGS4 inh: blocks human RGS4-accelerated GTP hydrolysis. P49798. Transcreener GDP fluorescence polarization, RGS4-accelerated GTP hydrolysis. Potency, µM (titrated, usually from 114 µM), for inactives: at the highest dose activity change, negative = inhibition, hits mostly inhibitors. 390,000 tested, 0.039% active. AID 504845; also: % is scaled to controls: 0 for no effect and ±100 for the full control effect; nearly all actives have a fitted effect of over 75% in size; some results filed as inactive show a strong effect at the top dose
Target sequence (P49798 whole entry, looked up): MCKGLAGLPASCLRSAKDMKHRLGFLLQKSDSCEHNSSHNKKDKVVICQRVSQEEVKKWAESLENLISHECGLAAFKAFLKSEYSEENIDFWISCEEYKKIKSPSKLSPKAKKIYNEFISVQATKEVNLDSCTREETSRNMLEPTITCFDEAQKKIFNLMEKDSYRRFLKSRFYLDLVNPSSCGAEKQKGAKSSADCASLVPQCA
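MLSMR compounds (23 nl, pin-transferred) preincubated 10 min at room temperature with a 500nM (2x) first reagent, then RGS4 at 900nM (2x) plus Transcreener GDP mix added; fluorescence polarization (620/688 nm) read before and after 90 min at 30 °C.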
Vif-APOBEC3G blk: Vif-A3G binding inhibition; 410,000 tested, 0.076% active; HeLa A3G-eYFP + Vif (tagged APOBEC3G with the HIV-1 protein that degrades it), YFP fluorescence, overnight; Potency, µM (highest dose often 46.1 µM), inactives show at the highest dose activity, negative = active, most hits filed as inhibitors; Q9HC16;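 also: % is scaled to controls: 0 for no effect and ±100 for the full control effect; nearly all actives have a fitted effect of over 60% in size; hits raise eYFP signal because A3G escapes Vif-driven loss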
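HeLa cells stably expressing Vif and C-terminally eYFP-tagged A3G, seeded overnight at 37 deg C, then exposed to compound by pintool overnight at 37 deg C. Rise in yellow fluorescence (Ex 488/Em 500-530, Acumen) marks blocked Vif-driven A3G degradation.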
* hit, by the source's call; ? = inconclusive; / = no result given; [ ] = dose if it differs, or a comment. Calls follow the shape of the dose curve; as a rule, active = well fitted curve in the direction sought with a large enough effect; inconclusive = small, poorly fitted or top-dose-only effect, or another doubt; inactive = no such curve, though single readings can be large; an effect the other way counts as inactive or inconclusive. Potency is read from the fitted curve at half-maximal effect.

mol | RXFP1 ag | Vif-A3F inh | USP1-UAF1 inh | 12-LOX inh | TrxR1 substrate | mIDH1 inhibitor | rTrxR1 inhibitor | RGS4 inh | Vif-APOBEC3G blk
CCOc1ccc(-c2nnc(SCC(=O)c3ccccc3)n2-c2ccccc2)cc1 | 2.4% | -1% | -6% | ? | 2%[11.4 µM] | -7% | 6%[11.4 µM] | -18% | 0%
Cc1nc(=O)c(-c2ccccc2)c(C)n1-c1ccccc1Cl | / | 1% | -7% | ? | -6% | -2% | 8% | 14% | 0%
CCC1CN(C(=O)N2CCC(C(=O)NCCc3ccc(Cl)cc3)CC2)c2ccccc2O1 (stereo not given) | -0.7% | 1% | ? | -10% | -2% | -1% | 4% | 38% | -3%
Cc1csc(NC(=O)CSc2nc(=O)[nH]c3c2CCCC3)n1 | 2.7% | -19% | -20% | 2% | -5% | -5% | 2% | 11% | 0%
O=C(NCc1ccccc1F)C1CCCN(C(=O)Nc2ccc(F)cc2)C1 (stereo not given) | -0.1% | 4% | -5% | 2% | -3%[57.1 µM] | -1% | 2%[57.1 µM] | -7% | -4%
CCOC(=O)C(C(=O)Nc1nccs1)C1CCCCC1 (stereo not given) | 0.7% | / | 6% | 4% | -3% | 0% | -2% | 37% | -11%
Cc1cc(N2C(=O)CC(Cc3ccccc3)C2=O)no1 (stereo not given) | 0.6% | -7% | -24% | 38%[activator] | 15%[57.1 µM] | 8% | 15%[57.1 µM] | -31% | -8%
CCOC(=O)Cc1csc(NC(=O)CCc2ccccc2)n1 | -1.7% | -3% | -23% | 12% | 3% | 2% | 19% | 11% | -8%
O=C(CN1C(=O)COc2ccc(S(=O)(=O)N3CCOCC3)cc21)NCc1ccc(Cl)cc1 | 1.4% | -4% | -10% | -21% | -1% | 7% | 4% | -5% | -2%
CC(=O)c1cccc(NC(=O)C(Cc2ccccc2)NS(=O)(=O)c2ccc(Br)s2)c1 (stereo not given) | -1.2% | -5% | -13% | -34% | 4% | -1% | 8% | -9% | -2%
O=C(O)C1CCCN(S(=O)(=O)c2cccc3cccnc23)C1 (stereo not given) | -0.7% | -2% | -21% | 15% | 1% | -7% | 17% | 0% | -5%
NS(=O)(=O)c1ccc(Nc2ccc3nonc3c2[N+](=O)[O-])cc1 | 3.2% | 3% | -9% | -20% | -10% | 0% | 1% | 10% | 2%
CCCCNC(=O)c1ccc(-n2c(=S)[nH]c3ccccc3c2=O)cc1 | 13% | -7% | -17% | 45%[activator] | 6%[57.1 µM] | 6% | 4%[57.1 µM] | -9% | 0%
CCn1c(CNS(=O)(=O)c2ccc(Br)cc2)n[nH]c1=S | -0.4% | 3% | -16% | -20% | 2% | 4% | ? | -23% | -4%
COC(=O)c1ccc(CSc2cc(C)c3cccc(C)c3n2)o1 | 2.5% | 4% | ? | 7% | 7%[57.1 µM] | 21% | 12%[57.1 µM] | 4% | -2%
CCOC(=O)C1=C(CN2CCSCC2)NC(=O)NC1c1ccc2c(c1)OCO2 (stereo not given) | 0.1% | 11% | -12% | -4% | -5% | 3% | 4% | -12% | -1%
COc1cc(NS(=O)(=O)c2ccc(NC(=S)NC(=O)c3sc4ccccc4c3Cl)cc2)ncn1 | 9.1% | 6% | -9% | -17% | 3% | -2% | 1% | ? | 0%
COc1ccc([C@H]2CC(=O)C=C(c3ccc(C(F)(F)F)c(C(F)(F)F)c3)C2)cc1OC | 2.4% | 3% | ? | -11% | 2% | 0% | 39% | -11% | 3%
C#CCOCCOCCOCCNc1nc(N2CCN(C(=O)[C@H]([C@@H](C)CC)n3cc([C@@H](N)Cc4ccc(O)cc4)nn3)CC2)nc(N2CCN(C(=O)[C@H](CCCCN)n3cc([C@@H](N)C(C)CC)nn3)CC2)n1 (stereo not given in full) | 1.2% | 3% | -25% | / | 1% | 0% | 3% | 14% | 1%
Cc1ccc(C(=O)N/C(=C\c2ccccc2)C(=O)OCc2ccccc2)cc1 | 1.2% | 2% | -12% | -6% | -10% | 5% | -9% | -10% | 1%
CCCCCC(/C=N/Nc1ccc(S(=O)(=O)N2CCOCC2)cc1[N+](=O)[O-])=C\c1ccccc1 | 0.4% | 0% | -21% | -3% | -9% | 1% | -21% | 0% | 2%
COc1cccc(OCC(=O)N(C)Cc2nc(-c3cccc(C)c3)no2)c1 | -1.6% | 0% | -2% | 2% | 3%[57.1 µM] | 9% | 11%[57.1 µM] | 0% | 2%
COCCN(C(=O)Cn1nnc2ccccc21)C(C(=O)NC1CCCC1)c1cc(OC)ccc1OC (stereo not given) | -0.4% | -9% | -18% | 0% | 0% | 10% | 8% | -18% | 0%
CN(C)CCNc1ccc(-c2nn(C)c(=O)c3ccccc23)cc1[N+](=O)[O-] | 4.5% | -17% | -7% | -3% | -3% | 3% | 18% | 2% | 0%

Reprinted from the part before: 2 compounds, followed by the next part.
mol | RXFP1 ag | Vif-A3F inh | USP1-UAF1 inh | 12-LOX inh | TrxR1 substrate | mIDH1 inhibitor | rTrxR1 inhibitor | RGS4 inh | Vif-APOBEC3G blk
COCCN(C(=O)Cn1nnc2ccccc21)C(C(=O)NC1CCCC1)c1cc(OC)ccc1OC (stereo not given) | -0.4% | -9% | -18% | 0% | 0% | 10% | 8% | -18% | 0%
CN(C)CCNc1ccc(-c2nn(C)c(=O)c3ccccc23)cc1[N+](=O)[O-] | 4.5% | -17% | -7% | -3% | -3% | 3% | 18% | 2% | 0%
Cc1nccn1CC(=O)N/N=C/c1c[nH]c2ccccc12 | 7.8% | -20% | 2% | 72% | -5% | -11% | 10%[57.1 µM] | -4% | -7%
COC(=O)C(NC(C)=O)(Nc1nc2ccc(C)cc2s1)C(F)(F)F (stereo not given) | 1.9% | -4% | -14% | 1% | -3% | 4% | 7%[57.1 µM] | -21% | 2%
Cn1c(N)c(C(=O)CSc2nc3ccccc3c(=O)n2CCCN2CCOCC2)c(=O)n(C)c1=O | 10% | 0% | -19% | -3% | 4% | 2% | 11% | -16% | 1%
Cn1c(=S)n(/N=C/c2ccc3c(c2)OCO3)c2ccccc21 | 2.8% | 2% | 2% | 0% | -15% | 3% | -18% | -24% | 2%
O=C(NC(=S)N1CCCc2ccccc21)c1ccc(Cl)cc1 | 1.5% | -5% | -19% | -26% | 0% | 9% | ? | -48% | -1%
O=C(c1nn2c(C(F)(F)F)cc(-c3cccs3)nc2c1Cl)N1CCCc2ccccc21 | 5.9% | -14% | -22% | -22% | -6% | -1% | -1% | ? | -27%
Cc1cc2[nH]c(=O)c(=O)[nH]c2cc1S(=O)(=O)NC1CCCCC1C (stereo not given) | 3.4% | 3% | -6% | / | 50%[activator] | -9% | -6% | 12% | 2%
CCOC(=O)N/N=C/c1c(C)nn(-c2cccc(C(F)(F)F)c2)c1Cl | 0.3% | -17% | -12% | 5% | -3%[57.1 µM] | 0% | -5%[57.1 µM] | 22% | ?
COc1ccc(C(=O)NCC(=O)NCC(=O)OCc2ccc(Cl)cc2)cc1 | -0.6% | -4% | -5% | 9% | -3% | -5% | 9% | 29% | 1%
COc1ccc(N2CCN(C(=O)/C=C/c3ccco3)CC2)cc1 | 0.5% | 5% | -7% | -19% | -6% | -3% | ? | 11% | 6%
COc1ccc(-c2nc3ccccc3n2Cc2ccc(C(C)C)cc2)cc1 | 1.3% | ? | ? | 0% | 17% | -1% | 50%[activator] | -14% | -5%
CCOc1ccc(OCCC(=O)Nc2cccc(S(=O)(=O)N3CCCC3)c2)cc1 | -0.1% | -3% | -12% | 2% | -18% | 4% | -10% | -13% | 4%
O=C(CCN1C(=O)/C(=C/c2ccccc2F)SC1=S)NCCCn1ccnc1 | -1.5% | 0% | -14% | -10% | -8% | -2% | -5% | -15% | 3%
O=c1c2cn(Cc3ccc(F)cc3)c3ccccc3c-2nn1Cc1ccc(F)cc1 | -2.8% | 7% | -16% | 3% | 10%[57.1 µM] | 3% | 24%[57.1 µM] | -17% | -1%
CC(C)c1ccc(NC(=O)c2cc(S(=O)(=O)N3CCCCC3)cn2C)cc1 | 6.9% | -2% | -1% | 0% | -9%[57.1 µM] | -12% | -4%[57.1 µM] | 7% | 0%
CCN(CC)CCCn1c2c(c(SCC(=O)Nc3ccc(F)c(F)c3)nc1=O)CCC2 | 1.2% | -3% | -35% | -16% | -10% | -1% | 2%[57.1 µM] | -22% | 0%
CCCc1nc(N)c(C#N)c(-c2ccco2)c1CC | 1.3% | -20% | -8% | -14% | 16% | 10% | ? | -18% | -15%
O=c1[nH]c2c(cnn2-c2ccc(Cl)cc2)c(=O)n1-c1cccc(Cl)c1 | 0.2% | 8% | -10% | ? | 0% | -9% | 20% | 12% | -1%
CCN(CC)CCn1c(NCc2ccc(C)o2)nc2ccccc21 | 2.6% | -8% | -16% | -2% | 7% | 5% | -1% | -20% | 1%
COc1ccc(CC2(CO)CCN(C(=O)NCc3ccccc3)CC2)cc1 | -0.4% | 1% | 8% | -26% | 5%[57.1 µM] | 2% | 12% | -31% | 0%
CCN(CC)C(=O)c1ccc(-c2nnc(OC)c3ccccc23)cc1 | 4.9% | 0% | -13% | ? | 8%[57.1 µM] | 2% | 23%[57.1 µM] | -15% | -2%

Source: PubChem (National Center for Advancing Translational Sciences (NCATS))

The list is partial (hit frequency here may not be typical).
